TbREL1 primary = TbREL1 inhibition, primary screen; P86926; TbREL1 RNA ligation, FRET fluorescence; inhibition, % at 9.66 µM; 89,000 compounds, 0.49% hits; AID 1117264;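 active = inhibition above the mean inhibition across all screened compounds plus 3 SD, cut at about 11% in these data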;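 also: 0% = plate median of test wells and 100% = NSC42067 control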
Target sequence (P86926 whole entry, looked up): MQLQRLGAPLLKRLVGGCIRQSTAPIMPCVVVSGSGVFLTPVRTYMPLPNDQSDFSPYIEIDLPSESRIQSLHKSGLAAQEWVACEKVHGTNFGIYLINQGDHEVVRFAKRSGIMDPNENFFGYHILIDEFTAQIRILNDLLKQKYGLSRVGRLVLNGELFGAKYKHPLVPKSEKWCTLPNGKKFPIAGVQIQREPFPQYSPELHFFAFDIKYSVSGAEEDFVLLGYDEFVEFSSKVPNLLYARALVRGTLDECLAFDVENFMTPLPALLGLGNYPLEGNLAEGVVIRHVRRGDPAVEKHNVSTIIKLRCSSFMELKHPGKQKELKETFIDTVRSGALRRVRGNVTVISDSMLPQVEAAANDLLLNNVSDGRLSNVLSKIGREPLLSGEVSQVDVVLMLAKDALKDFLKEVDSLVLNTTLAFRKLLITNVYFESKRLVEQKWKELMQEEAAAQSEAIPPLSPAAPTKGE
Numbers without * were called inactive.

TbREL1 primary,SMILES
5,CCOc1ccc(N(CC(=O)O)S(=O)(=O)c2cccnc2)cc1
1,O=C(Cn1cnc2ccccc21)Nc1ccc2c(c1)OCCCO2
8,O=C(NCCc1ccc(F)cc1)c1ccc(Sc2ccccc2Cl)c([N+](=O)[O-])c1
4,CC(C)c1nc(-c2ccccn2)no1
-2,Cc1ccc(C(=O)NNC(=O)CSc2nnc(C3CC3)n2C)cc1
-3,O=C(CCOc1ccccc1)NCC(c1ccco1)N1CCCCC1 (stereo unspecified)
-4,COc1ccc(OC)c(NS(=O)(=O)c2ccc(Cl)s2)c1
-1,O=C(NCc1cccnc1)C1c2ccccc2C(=O)N1Cc1ccccc1 (stereo unspecified)
5,Cc1ccc(O)c(CNCCNCc2cc(C)ccc2O)c1
-4,COc1ccc(C)cc1N(CC(=O)NC1CCCC1)C(=O)CCC(=O)Nc1cc(C)on1

The list goes on, overlapping the part above by 2 compounds.
TbREL1 primary,SMILES
5,Cc1ccc(O)c(CNCCNCc2cc(C)ccc2O)c1
-4,COc1ccc(C)cc1N(CC(=O)NC1CCCC1)C(=O)CCC(=O)Nc1cc(C)on1
-2,O=c1c2ccccc2nc(-c2ccc(Cl)cc2Cl)n1CCCn1ccnc1
3,Cc1ccc(N2CCN(S(=O)(=O)N3CCCCC3)CC2)cc1C
-1,COc1cc(CC(=O)OCC(=O)Nc2ncc(Cl)cc2Cl)cc(OC)c1OC
4,CC(=O)/C(=N\Nc1ccccc1Cl)Sc1nnc(-c2ccccc2)n1-c1ccccc1
0,COc1ccc(CC(=O)Nc2ccc(/C(C)=N/NC(=O)c3cccc([N+](=O)[O-])c3)cc2)cc1
0,CC1CCCN(Cc2nc3c(c(=O)n(C)c(=O)n3C)n2CCc2ccccc2)C1 (stereo unspecified)
1,Cc1cccc(C(=O)Nc2nnc(S(=O)(=O)N3CCC(C)CC3)s2)c1
3,Cc1sc(-c2c(C#N)c(N)nc3c2CCCCCC3)cc1[N+](=O)[O-]
5,Cc1cc(C(=O)NN)c(Cl)cc1Cl
-2,COc1cc(OC)cc(C2=Cc3ccc(OC)cc3C(CC(C)=O)N2c2ccc(-c3cncnc3)cc2)c1 (stereo unspecified)
4,Cc1ccccc1-n1c(SCC(=O)Nc2ccccc2Cl)nc2n[nH]c(C)c2c1=N
7,C=CCNC(=S)Nc1ccc(C)cc1[N+](=O)[O-]
-3,CCOC(=O)C1CCN(C(=O)CCCNC(=O)Cn2cnc3sc(C)c(C)c3c2=O)CC1
2,Cc1csc(Sc2ccc(C(=O)OCC(=O)Nc3ccc(F)cc3[N+](=O)[O-])cc2[N+](=O)[O-])n1
1,CCCN1Cc2cccc(C(=O)NCc3ccccc3)c2C1=O
-4,CCOC(=O)[C@]12CCCC3=C1N(CCC3)C(=O)[C@@H](CC(=O)N1CCSCC1)C2
2,CC(=O)Nc1ccc(NC(=O)CCS(=O)(=O)c2ccc3c(c2)oc(=O)n3C)cc1
-6,O=c1c(-c2ccco2)nc2ccccc2n1C(c1ccccc1)c1nc2ccccc2[nH]1 (stereo unspecified)
5,CCCCCNC(=O)CC1Nc2c3ccccc3nc(=S)n2C1=O (stereo unspecified)
0,Cc1occc1C(=O)N/N=C/c1ccc[nH]1
-1,Cc1c2ccccc2nc2c(F)c(NCCO)c(F)c(F)c12
-1,Cc1cccc(C)c1NC(=O)CNC(=O)CCCN1C(=O)c2cccc3cccc(c23)C1=O
-3,Nc1cc2c([N+](=O)[O-])cccc2o1
5,CCOCCNC(=O)c1ccccc1C(=O)NCCOCC
0,CC1CCCC(C)N1C(=O)COC(=O)c1ccc(Br)c(S(=O)(=O)N2CCOCC2)c1 (stereo unspecified)
-1,O=C(Cc1ccccc1)c1ccc(N2CCOCC2)cc1
2,NCCCC[C@H](NC(=O)C1CCNCC1)c1nnc([C@@H](N)Cc2ccc(O)cc2)o1
-2,COc1cccc(C(=O)Cn2c(=N)n(C)c3ccccc32)c1
-1,CCc1cccc(C)c1N(C(=O)Cn1c(COC)nc2ccccc21)C(C)COC (stereo unspecified)
-1,COc1cccc(S(=O)(=O)Nc2ccc(C(=O)NCc3ccco3)cc2)c1
-1,Nc1nc2c(ncn2[C@@H]2O[C@H](C(=O)N[C@@H](Cc3ccccc3)C(=O)NCc3ccc4c(c3)OCO4)[C@@H](O)[C@H]2O)c(=O)[nH]1
0,CC(=O)Nc1cccc(NC(=O)CCn2c(=O)sc3ccccc32)c1
0,CCc1cc(C(=O)N(C)CC(=O)Nc2c(Cl)cccc2Cl)sc1C
2,NC(=O)c1ccc(NC(=O)COC(=O)C2CC3C=CC2C3)cc1 (stereo unspecified)
0,CCOCCCNC(=O)C(NC(=O)c1ccc(NC(C)=O)cc1)c1ccc(C)cc1 (stereo unspecified)
0,O=C1CC(/C=C/c2ccccc2)=Nc2ccccc2N1
-1,Cc1ccc(/C=C/C(=O)O)cc1S(=O)(=O)N(CCO)CCO
-2,COc1ccc(S(=O)(=O)Nc2ccc(-c3ccc4nncn4n3)cc2)c(OC)c1
2,CC(=O)NN1C(=O)c2ccccc2NC1c1ccco1 (stereo unspecified)
4,C[C@H]1[C@@H](OC(=O)NCc2ccccc2Cl)CC[C@@]23CCCN2C(=O)CCC[C@@H]13
5,CC(=O)Nc1nnc(SCC(=O)N2CCCc3ccccc32)s1
3,COC(=O)C1(C)CCc2c(ccc3ccccc23)C1=O (stereo unspecified)
1,CCOC(=O)C1(Cc2cccc(OC)c2)CCCN(Cc2cc(C(C)C)n[nH]2)C1 (stereo unspecified)
0,CCCCn1nc2cc(C(=O)NC3CCCc4ccccc43)ccc2c1OCC (stereo unspecified)
0,Cc1ccc(F)cc1C(=O)N1CCC1(C)C(=O)O (stereo unspecified)
6,c1ccc(Cn2nnc3c(N4CCN(Cc5ccc6c(c5)OCO6)CC4)ncnc32)cc1
4,CCC[C@H]1[C@@H](NC(=O)c2cccnc2)CC[C@@]23CCCN2C(=O)CCC[C@@H]13
-2,Cc1ccc(N(CC(=O)NCc2ccncc2)S(C)(=O)=O)cc1
-3,CCO[C@@H]1OC(C(=O)Nc2ccccc2)=C[C@H](c2ccccc2)[C@H]1CCCO
5,O=C(N/N=C/c1ccccc1F)c1ccc(COc2ccccc2Cl)o1

Additional structures
TbREL1 primary,SMILES
-3,CCn1nc(C)c(CN2CCc3c([nH]c4ccccc34)C2C(C)(C)C)c1C (stereo unspecified)
-2,Cc1sc2nc(C)n(/N=C/c3ccccc3)c(=O)c2c1C
-1,COc1cccc(Cn2nnc(C(=O)Nc3cc(Cl)ccc3OC)c2N)c1
-1,COc1ccc(CN2C(=O)CCCc3ccccc32)cc1
0,CC(NC(=O)Cc1ccc(NS(=O)(=O)c2cccc(C(F)(F)F)c2)cc1)c1ccccn1 (stereo unspecified)
-2,O=S(=O)(c1ccccc1F)N1CCN(C(=S)NCc2ccccc2)CC1
1,O=C(/C=C/Nc1ccc(S(=O)(=O)Nc2ncccn2)cc1)c1ccc2ccccc2c1
0,COC(=O)c1sccc1NC(=S)Nc1cc(C)ccc1OC
6,Cn1ncc(Br)c1C(=O)N1CCc2ccccc21
-2,Cc1ccc([C@H]2C[C@H](n3cc(COC(=O)c4ccccc4)nn3)[C@@H](O)CN2C(=O)C2CCCCC2)cc1

Ordered by value in TbREL1 primary (ascending): 3 of the compounds above.
structure	TbREL1 primary
CCn1nc(C)c(CN2CCc3c([nH]c4ccccc34)C2C(C)(C)C)c1C (stereo unspecified)	-3
Cc1ccc([C@H]2C[C@H](n3cc(COC(=O)c4ccccc4)nn3)[C@@H](O)CN2C(=O)C2CCCCC2)cc1	-2
COc1ccc(CN2C(=O)CCCc3ccccc32)cc1	-1

Further compounds
TbREL1 primary,SMILES
9,Cc1[nH][nH]c(=O)c1[C@@H](c1ccccc1[N+](=O)[O-])C(C#N)C#N
5,O=S1(=O)N[C@H](Cc2ccccc2)COc2cccc(N3CCSCC3)c21
-3,COCCNC(=S)N1CCN(C(=O)C(=O)Nc2ccc(C(=O)OC)cc2)CC1
0,Cc1ccc(C(=O)NCCCNC(=O)Cc2ccccc2)cn1
-3,COC(=O)c1ccc(NC(=O)CC2C(=O)N(C)C(=S)N2Cc2ccc(S(N)(=O)=O)cc2)cc1 (stereo unspecified)
5,O=C(CCc1nc(-c2ccccc2F)no1)NCCN1CCN(Cc2ccccc2)CC1
6,O=C(NCCCn1ccnc1)C1CC(c2ccccc2Cl)=NO1 (stereo unspecified)
-1,COc1cc(C(=O)NC2CCCCN(C)C2=O)cc(OC)c1OC (stereo unspecified)
5,CCOc1ccc(NC(=O)c2ccccc2NC(=O)c2cccnc2)cc1
-5,CCCCc1cc(=O)oc2c(CN3CCCC3)c(O)ccc12
3,CCOC(=O)Cn1c(=O)c2c(nc3n2CCN3c2ccc(C)cc2)n(C)c1=O
1,CCOC(=O)CCc1c(C)c2ccc(O)cc2oc1=O
-3,O=C1NCCOC(=O)[C@H](Cc2ccc(F)cc2)CC/C=C/C[C@H]1CC(=O)N(CCO)Cc1ccccc1
-2,COc1ccc(C(=O)Nc2ccccc2C(=O)NC(Cc2c[nH]c3ccccc23)C(=O)O)cc1 (stereo unspecified)
-2,COC(=O)C(NC(C)=O)(Nc1ccccn1)C(F)(F)F (stereo unspecified)
2,CC(/C=C/c1ccc(OCc2ccccc2)cc1)=N\O
0,O=C(NCC1CC1)C1(C(F)(F)F)C/C(=C\Cc2ccccc2)CCCO1 (stereo unspecified)
1,CN(CC(=O)NCc1ccc2c(c1)OCO2)S(=O)(=O)c1ccc(F)cc1
3,O=C(CCc1ccccc1)NNC(=O)COc1ccc([N+](=O)[O-])cc1
-3,CNC(=O)c1ccc(-c2cc3onc(-c4ccccc4)c3c(=O)n2C)cc1
-1,O=C(COc1ccc(F)c(Cl)c1)NC(=O)NC1CCCC1
0,O=S(=O)(c1ccccc1)N(F)S(=O)(=O)c1ccccc1
1,CCOc1ccccc1NC1=C(Cl)C(=O)N(Cc2ccccc2)C1=O
3,COc1ccccc1C(=O)NCCC(=O)NCCC12CC3CC(CC(C3)C1)C2
5,CCOC(=O)C1=C(C)Nc2nc(C)nn2C1c1ccc(C)cc1 (stereo unspecified)
2,C[C@H]1CN=C2N(CCNC(=O)CCC3CCCCC3)[C@H](Cc3ccc(O)cc3)CN21
-1,CCOc1ccccc1N1CCN(c2ncnc3scc(-c4ccc(OC)cc4)c23)CC1
10,O=C(COc1ncnc2cc([N+](=O)[O-])ccc12)NC1CCCCC1
4,CCOC(=O)C1CCN(C(=O)Nc2ccc3nc(C)c(C)nc3c2)CC1
2,COc1cccc(CNC(=O)Cn2ncc3c(=O)oc4ccccc4c32)c1
5,O=C(CCNS(=O)(=O)c1ccccc1)Nc1ccccc1
0,COc1ccc(-c2c(-c3cc(OC)cc(OC)c3)n(C)c3ccc(-c4ccc(SC)cc4)cc23)cc1
7,COC(=O)c1sccc1NC(=O)Cc1ccc(OC)c(OC)c1
-1,O=C(N[C@@H]1C/C=C\C[C@@H](CC(=O)N(CCO)Cc2ccccc2)C(=O)NC[C@H](c2ccccc2)OC1=O)OCC1c2ccccc2-c2ccccc21
2,CCOC(=O)c1sc(-c2ccccc2)cc1N
-1,NS(=O)(=O)c1ccc(NC(=O)COC(=O)C23CC4CC(CC(C4)C2)C3)cc1
-4,COc1ccc(-n2c(Cc3cccn3C)nnc2SCC(=O)Nc2ccc3c(c2)OCO3)cc1
-2,COCCN(CCOC)S(=O)(=O)c1ccc(OC)cc1
4,O=C(CS(=O)(=O)c1ccc2ccccc2c1)N1CCCCCC1
7,NCCNC[C@@H]1COC2(CCCCCCCCCCC2)O1
4,COC(=O)c1ccccc1NC(=O)Cn1nc(C(F)(F)F)c2c1CCC2
3,O=C(CCn1c(=S)oc2ccccc21)NC1CCCCCC1
5,CC(C)(C)c1ccc(C(=O)OCc2c(-c3ccccc3)ncc3ccccc23)cc1
0,CN(C)c1ccc(C(=O)/C=C/c2ccco2)cc1
8,CC1CCCN(CC(O)COc2ccc(-c3ccccc3)cc2)C1 (stereo unspecified)
-1,Cc1ccccc1OCC(=O)NCC(=O)OCc1ccc(Br)cc1
12*,O=C(NCc1ccccc1CN1CCCC1)c1cc2cc(Cl)ccc2o1
1,CNC(=O)Cn1nc(C)c2ccccc2c1=O
0,CCOC(=O)C(CC)n1cnc2c(oc3ccccc32)c1=O (stereo unspecified)
-4,COc1ccc(OCc2cc(=O)c3ccc4c(c3o2)C=CC(C)(C)O4)cc1OC

TbREL1 primary: hit marks shown above
TbREL1 primary,SMILES
12*,O=C(NCc1ccccc1CN1CCCC1)c1cc2cc(Cl)ccc2o1

Five entries already listed, ordered by number of heavy atoms, lowest first.
TbREL1 primary,SMILES
1,CNC(=O)Cn1nc(C)c2ccccc2c1=O
0,CCOC(=O)C(CC)n1cnc2c(oc3ccccc32)c1=O (stereo unspecified)
8,CC1CCCN(CC(O)COc2ccc(-c3ccccc3)cc2)C1 (stereo unspecified)
12*,O=C(NCc1ccccc1CN1CCCC1)c1cc2cc(Cl)ccc2o1
5,CC(C)(C)c1ccc(C(=O)OCc2c(-c3ccccc3)ncc3ccccc23)cc1

Next compounds follow:
TbREL1 primary,SMILES
4,O=C(CN(C(=O)CCC(=O)Nc1ccccn1)c1ccccc1F)NCc1ccc2c(c1)OCO2
-4,Cc1ccccc1-c1nc(CS(=O)CC(=O)NC2CC2)c(C)o1 (stereo unspecified)
0,O=C(c1ccccc1)N1CCC(c2nc3c(nnn3Cc3ccco3)c(=O)[nH]2)CC1
-2,COc1ccccc1CNC(=O)CN1C(=O)CSc2ccc(S(=O)(=O)N3CCCC3)cc21
2,CC(C)(C)C(=O)c1no[n+]([O-])c1/C(=N/O)C(C)(C)C
-2,COc1cccc(-n2c(CN3CCN(c4ccccc4)CC3)nc3ccc([N+](=O)[O-])cc3c2=O)c1
-2,CC(C)c1cc(N2CCN(C(=O)c3ccco3)CC2)n2c(nc3ccccc32)c1C#N
5,Cc1ccc(SCCNC(=O)c2cccc([N+](=O)[O-])c2C)cc1

Not all compounds are listed, so the mix of outcomes need not match the whole.
